Source: PubChem BioAssay
RXFP1 ag – qHTS Assay for Agonists of the Relaxin Receptor RXFP1. Relaxin receptor 1 (Homo sapiens), Q9HBX9. HEK293T-RXFP1 cAMP TR-FRET, 30 min; response scale: percent of porcine relaxin response, buffer zero. Potency, µM (top dose mostly 57.5 µM), for inactives: at the top dose activation, most hits filed as activators. 370,000 tested, 0.3% active; further: on the % scale 0 is the no-effect control and ±100 the full control effect; nearly all actives have a fitted effect of over 60% in size; many of its hits are not listed in these tables
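Agonist response is measured as cAMP accumulation in an RXFP1-transfected HEK293T line under PDE4 inhibition. Values are scaled between buffer-only and 29 nM porcine relaxin, and EC50s come from standard Hill equation fits.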
rTrxR1 inhibitor – qHTS Assay for Inhibitors of Mammalian Selenoprotein Thioredoxin Reductase 1 (TrxR1): qHTS; recombinant rTrxR1, NADPH fluorescence consumption, selenite substrate; Thioredoxin reductase 1, cytoplasmic (Rattus norvegicus), O89049; 390,000 tested, 1% active; Potency, µM (titrated, usually from 114 µM), without a hit: top-dose activity change, negative = inhibition, usual class: inhibitors; further: on the % scale 0 is the no-effect control and ±100 the full control effect; nearly all actives have a fitted effect of over 65% in size
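Rat TrxR1 (90 nM in the dispensed reagent) was pre-reduced with 400 uM NADPH for 5 min at room temperature, then incubated with compound for 15 min. After 400 uM selenite was added, NADPH fluorescence (Ex 340/Em 450 nm) was followed for 8 min.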
TrxR1 substrate – qHTS Assay for Substrates of Mammalian Selenoprotein Thioredoxin Reductase 1 (TrxR1): qHTS. Thioredoxin reductase 1, cytoplasmic (Rattus norvegicus), O89049. purified TrxR1 substrate turnover, NADPH consumption readout. Potency, µM (doses to about 114 µM), for the others: at the highest dose activity change, negative = substrate turnover. 390,000 tested, 0.01% active; further: on the % scale 0 is the no-effect control and ±100 the full control effect; nearly all actives have a fitted effect of over 50% in size
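Rat TrxR1, dispensed at 90 nM, was prereduced with 400 uM NADPH (final) for 5 min at ~22 deg C, then incubated with compound 15 min before 400 uM selenite. A first-read NADPH fluorescence drop versus no-compound background flagged substrates.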
IDH1 R132H inh – qHTS for Inhibitors of mutant isocitrate dehydrogenase 1 (IDH1): qHTS; Isocitrate dehydrogenase [NADP] cytoplasmic (Homo sapiens), O75874; IDH1-R132H enzyme, NADPH consumption, diaphorase/resazurin fluorescence; Potency, µM (titrated, usually from 76.6 µM), inactives show top-dose activity change, negative = inhibition, usual class: inhibitors; 390,000 tested, 0.093% active; AID 602179, 2012; further: on the % scale 0 is the no-effect control and ±100 the full control effect; nearly all actives have a fitted effect of over 65% in size
Target sequence (O75874 whole entry R132H, stated change not applied): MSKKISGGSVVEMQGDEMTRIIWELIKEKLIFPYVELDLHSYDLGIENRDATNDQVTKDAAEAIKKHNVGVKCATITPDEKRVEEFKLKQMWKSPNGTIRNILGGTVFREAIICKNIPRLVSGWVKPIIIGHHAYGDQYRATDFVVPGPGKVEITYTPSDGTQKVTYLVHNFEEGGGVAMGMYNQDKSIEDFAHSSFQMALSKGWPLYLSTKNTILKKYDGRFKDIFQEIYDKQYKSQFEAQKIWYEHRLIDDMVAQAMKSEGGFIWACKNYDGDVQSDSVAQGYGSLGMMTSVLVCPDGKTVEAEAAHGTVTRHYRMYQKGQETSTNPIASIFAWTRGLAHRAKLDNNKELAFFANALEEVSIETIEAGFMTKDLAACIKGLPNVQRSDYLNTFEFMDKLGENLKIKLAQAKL
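IDH1-R132H (0.5 ug/mL) preincubated 30 min with compound, then NADPH (0.016 mM) and alpha-KG (2 mM) added; 80 min at RT, pH 7.5. Remaining NADPH coupled via diaphorase/resazurin to fluorescence (540/590 nm); concentration-response curves normalized to no-enzyme control.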
RGS4 inhibitor – Inhibitors of Regulator of G Protein Signaling (RGS) 4: qHTS; Regulator of G-protein signaling 4 (Homo sapiens), P49798; Transcreener GDP fluorescence polarization, RGS4-accelerated GTP hydrolysis; Potency, µM (titrated, usually from 114 µM), for the others: at the top dose activity change, negative = inhibition, most hits filed as inhibitors; 390,000 tested, 0.039% active; AID 504845, 2011; further: on the % scale 0 is the no-effect control and ±100 the full control effect; nearly all actives have a fitted effect of over 75% in size; some results filed as inactive show a strong effect at the top dose
Target sequence (P49798 whole entry, looked up): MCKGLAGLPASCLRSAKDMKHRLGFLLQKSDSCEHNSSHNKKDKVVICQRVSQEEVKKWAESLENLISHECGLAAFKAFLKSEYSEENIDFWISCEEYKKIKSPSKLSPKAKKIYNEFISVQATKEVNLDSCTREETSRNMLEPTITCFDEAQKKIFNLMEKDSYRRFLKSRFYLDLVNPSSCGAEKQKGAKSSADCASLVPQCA
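MLSMR compounds (23 nl, pin-transferred) preincubated 10 min at room temperature with a 500nM (2x) first reagent, then RGS4 at 900nM (2x) plus Transcreener GDP mix added; fluorescence polarization (620/688 nm) read before and after 90 min at 30 °C.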
Vif-APOBEC3G blk – qHTS for Inhibitors of Vif-A3G Interactions: qHTS; 410,000 tested, 0.076% active; DNA dC->dU-editing enzyme APOBEC-3G (Homo sapiens), Q9HC16; HeLa A3G-eYFP + Vif (tagged APOBEC3G with the HIV-1 protein that degrades it), YFP fluorescence, overnight; Potency, µM (top dose mostly 46.1 µM), inactives show at the top dose activity, negative = active, usual class: inhibitors;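 further: on the % scale 0 is the no-effect control and ±100 the full control effect; nearly all actives have a fitted effect of over 60% in size; hits raise eYFP signal because A3G escapes Vif-driven loss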
Target sequence (Q9HC16 whole entry, looked up): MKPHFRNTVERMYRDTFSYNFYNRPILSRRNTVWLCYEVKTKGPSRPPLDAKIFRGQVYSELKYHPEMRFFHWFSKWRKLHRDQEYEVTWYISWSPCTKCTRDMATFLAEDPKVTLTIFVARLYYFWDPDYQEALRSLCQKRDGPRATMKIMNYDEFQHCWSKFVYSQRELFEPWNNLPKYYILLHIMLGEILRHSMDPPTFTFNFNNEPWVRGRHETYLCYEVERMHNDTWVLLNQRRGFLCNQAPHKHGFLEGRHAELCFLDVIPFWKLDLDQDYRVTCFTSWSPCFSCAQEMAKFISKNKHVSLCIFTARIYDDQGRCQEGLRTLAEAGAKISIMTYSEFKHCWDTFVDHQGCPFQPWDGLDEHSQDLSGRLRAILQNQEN
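Read-out is eYFP fluorescence (Ex 488/Em 500-530) from Vif-expressing HeLa A3G-eYFP cells; more signal means A3G escaped Vif-mediated degradation. Cells plated overnight, compound pinned in, incubated overnight at 37 deg C.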
USP1-UAF1 inh – Inhibitors of USP1/UAF1: Primary Screen. Potency, µM (titrated, usually from 57.1 µM), for the others: at the highest dose activity change, negative = inhibition, most hits filed as inhibitors. 390,000 tested, 0.23% active. AID 743255, 2014. recombinant USP1/UAF1, Ub-Rhodamine cleavage fluorescence. Ubiquitin carboxyl-terminal hydrolase 1 (Homo sapiens), O94782; further: on the % scale 0 is the no-effect control and ±100 the full control effect; nearly all actives have a fitted effect of over 60% in size; inactives centre near -12
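High-throughput fluorogenic screen: 1nM USP1/UAF1 complex, Ub-Rho substrate 150nM final, 50mM HEPES pH 7.8 with 0.5mM EDTA, 0.1 mg/ml BSA, 1mM TCEP and 0.01% Tween-20.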
ALOX12 inh – Primary qHTS assay for inhibitors of human arachidonate 12S-lipoxygenase (ALOX12): Round 2; AID 1671190, 2021; purified 12hLO, xylenol orange hydroperoxide absorbance; Polyunsaturated fatty acid lipoxygenase ALOX12 (Homo sapiens), P18054; Potency, µM (series often up to 108 µM), inactives show top-dose activity change, negative = inhibition, hits mostly inhibitors; 580,000 tested, 1.1% active; further: on the % scale 0 is the no-effect control and ±100 the full control effect
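Hydroperoxide product was detected by ferrous iron/xylenol orange as the 573 to 405 nm absorbance ratio. Arachidonic acid at 40 uM (final) was turned over for 30 min at room temperature by 150 nM human 12hLO, pH 7.0 Hepes buffer, after 15 min compound preincubation.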
Vif-A3F inh – qHTS for Inhibitors of Vif-A3F Interactions: qHTS. Potency, µM (doses to about 46.1 µM), for inactives: at the highest dose activity, negative = active. AID 602313, 2012. 390,000 tested, 0.2% active. HeLa A3F-eYFP + Vif (tagged APOBEC3F with the HIV-1 protein that degrades it), YFP fluorescence increase; further: % of control where 0% means no effect; nearly all actives have a fitted effect of over 65% in size
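HeLa cells stably expressing Vif plus C-terminally eYFP-tagged A3F were seeded, incubated overnight at 37 deg C, dosed with compound, incubated overnight again at 37 deg C. Yellow fluorescence (Ex 488/Em 500-530) reported blocked Vif-mediated A3F-eYFP degradation.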
* marks the source's active call; other numbers are inactive results; i = inactive; u = inconclusive; x = no result given; [ ] = remark or other dose. The call rests on the fitted dose curve; in most records, active means well fitted curve in the direction sought with a large enough effect; inconclusive means small, poorly fitted or top-dose-only effect, or another doubt; inactive means no such curve, though single readings can be large; an effect the other way counts as inactive or inconclusive. Potency means the concentration at half of the fitted maximal effect. Not all compounds are listed; the hit share may differ from the screen's.

# | Structure | RXFP1 ag | rTrxR1 inhibitor | TrxR1 substrate | IDH1 R132H inh | RGS4 inhibitor
1 | O=C(/C=C/c1ccccc1)c1ccccc1O | -0.2% | -58% | 6%[57.1 µM] | -1% | -27%
2 | Cc1cc(C(F)F)n2ncc(C(=O)NCCc3ccccc3Cl)c2n1 | 0.6% | 19% | 11% | 14% | -16%
3 | COc1ccc(CN(C(=O)c2snc(C(N)=O)c2N)C(C(=O)NC2CCCC2)c2cc(OC)ccc2OC)cc1 (configuration not stated) | -2.8% | 8%[57.1 µM] | 7% | 0% | -23%
4 | CC(C)(C)C(=O)c1sc(Nc2ccccc2)nc1N | 0.3% | -7% | -2% | 6% | -8%
5 | Cc1ccc(S(=O)(=O)N2[C@@H](c3ccc(Cl)cc3)C(C(=O)O)=CC[C@H]2c2cccs2)cc1 | 0.0% | 5%[57.1 µM] | 7%[57.1 µM] | -8% | -18%
6 | CC(=O)c1sc(NC(=O)CCN2C(=O)C3CC=CCC3C2=O)nc1-c1ccccc1 (configuration not stated) | 2.7% | 2% | -2% | 9% | 20%
7 | O=C(Cc1ccccc1Cl)NCCCn1ccnc1 | 0.8% | 1% | -5% | -1% | -15%
8 | C[C@]12C(=O)N(c3ccc(F)cc3)C(=O)N1[C@H]1c3ccccc3OC[C@@H]1[C@H]2c1ccccc1 | x | 19% | -2%[57.1 µM] | -6% | 1%
9 | O=C1CSC(=Nc2cc(Cl)ccc2Cl)N1 | 1.5% | -2% | -7% | 7% | -44%
10 | COc1ccc(CNC(=O)c2cnccn2)cc1 | -0.3% | 14% | 0% | 3% | -11%
11 | CCOc1ccc(C(=O)OCC(=O)NCCCc2ccccc2)cc1 | 1.0% | 22% | 1% | 8% | 34%
12 | COc1ccc(NC(=O)CN2CCc3ccccc3C2)c(OC)c1 | 2.0% | 28% | 5% | 4% | 0%
13 | Cc1ccc(S(=O)(=O)NCCCCCC(=O)Nc2c(C)n(C)n(-c3ccccc3)c2=O)cc1 | 2.6% | 10% | -3% | -11% | -2%
14 | Cc1onc(-c2ccccc2)c1C(=O)NC(C)C1CCCO1 (configuration not stated) | 1.7% | 5% | 1% | 7% | 41%
15 | CC1CCCC(C)N1CC(O)COC1CCC(C(C)(C)C)CC1 (configuration not stated) | 1.4% | -29% | -10% | -11% | 39%

# | Vif-APOBEC3G blk | USP1-UAF1 inh | ALOX12 inh | Vif-A3F inh
1 | u | 4% | x | 2%
2 | -7% | -6% | 0% | 3%
3 | 0% | -15% | u | 5%
4 | 3% | -19% | u | -9%
5 | 2% | u | u | 3%
6 | -12% | -23% | 5% | -12%
7 | 1% | -1% | 11% | -9%
8 | -2% | -28% | -9% | 4%
9 | 0% | -3% | 23% | -1%
10 | -11% | -18% | 16% | -12%
11 | 0% | -7% | 7% | 5%
12 | -4% | -18% | u | 7%
13 | -4% | -10% | 7% | -4%
14 | -7% | -22% | u | -2%
15 | 5% | 6% | 8% | -5%

Brought forward from above: 2 entries; new compounds follow.
# | Structure | RXFP1 ag | rTrxR1 inhibitor | TrxR1 substrate | IDH1 R132H inh | RGS4 inhibitor
14 | Cc1onc(-c2ccccc2)c1C(=O)NC(C)C1CCCO1 (configuration not stated) | 1.7% | 5% | 1% | 7% | 41%
15 | CC1CCCC(C)N1CC(O)COC1CCC(C(C)(C)C)CC1 (configuration not stated) | 1.4% | -29% | -10% | -11% | 39%
16 | CCn1c(SCC(=O)N/N=C/c2cc(OC)c(OC)c(OC)c2)nc2ccccc21 | 0.9% | 9% | 2% | -2% | 3%
17 | O=c1[nH]n2c(C(F)(F)F)cc(C3CC3)nc2c1N=Nc1ccccc1 | -3.8% | -7%[57.1 µM] | -7%[57.1 µM] | 14% | -8%
18 | CC(C)CNc1nnnc2c1sc1nc(N3CCOCC3)c3c(c12)CCCC3 | 0.4% | 11% | 5% | 3% | -10%
19 | CC1=NN(C(=O)c2ccccc2Br)C(O)(c2cccnc2)C1 (configuration not stated) | 2.8% | 10% | 1% | 1% | -5%
20 | COC(=O)c1c(C)[nH]c(C(=O)OC(C)C(=O)NC2CCCCC2C)c1C (configuration not stated) | x | x | x | -6% | x
21 | N#Cc1cccc(NC(=O)c2ccc(S(=O)(=O)N3CCOCC3)cc2)c1 | 0.4% | 24% | 0% | 1% | -6%
22 | CC(=O)N1[C@H](C)C=C[C@]1(Cc1ccccc1)C(=O)O | 0.0% | -11%[57.1 µM] | 4%[57.1 µM] | -3% | -7%
23 | O=C1c2ccccc2C(=O)c2c([N+](=O)[O-])ccc(O)c21 | 1.1% | 12% | -4% | 0% | -13%
24 | COCC(C)NC(=O)Cc1ccc(Cl)cc1 (configuration not stated) | -0.7% | 32%[activator][57.1 µM] | 14%[57.1 µM] | -2% | 12%
25 | Cn1cc(/C(Cc2ccccc2)=N\O)c2ccccc21 | 0.0% | -10%[57.1 µM] | -14%[57.1 µM] | -2% | 16%
26 | CC(C(=O)O)N1C(=O)c2cccc3cccc1c23 (configuration not stated) | 0.7% | 22%[57.1 µM] | 15%[57.1 µM] | 3% | -1%
27 | Cn1c2c(c(=O)n(C)c1=O)C(c1cccc(O)c1)CC(=O)N2 (configuration not stated) | 6.5% | 12% | -7% | 0% | 19%
28 | Cc1nnc(-c2ccccc2)nc1N1CCOCC1 | 2.8% | 10%[57.1 µM] | 13%[57.1 µM] | 3% | -8%
29 | NC(=O)C1=C[C@H](c2csc3ccccc23)C[C@H](OCc2ccc(CO)cc2)O1 | -0.1% | 0%[57.1 µM] | -6%[57.1 µM] | 15% | -5%
30 | CN(Cc1cnn(-c2ccccc2)c1)C(=O)c1cccc(S(=O)(=O)Nc2ccccc2F)c1 | x | x | x | -13% | x

# | Vif-APOBEC3G blk | USP1-UAF1 inh | ALOX12 inh | Vif-A3F inh
14 | -7% | -22% | u | -2%
15 | 5% | 6% | 8% | -5%
16 | -4% | -20% | -1% | 4%
17 | 1% | -13% | -6% | 9%
18 | 0% | -14% | 0% | 7%
19 | 0% | 0% | -3% | -8%
20 | 4% | 8% | -4% | 0%
21 | 6% | -19% | -8% | 3%
22 | 2% | -2% | -13% | -3%
23 | 2% | -15% | 9% | 18%
24 | -6% | -15% | 1% | -7%
25 | -23% | -6% | 50%[activator] | -2%
26 | -5% | 3% | i | -6%
27 | 1% | -21% | -3% | -4%
28 | -2% | -12% | -5% | -7%
29 | 3% | 0% | u | 2%
30 | -3% | -19% | 18% | 0%

More compounds
# | Structure | RXFP1 ag | rTrxR1 inhibitor | TrxR1 substrate | IDH1 R132H inh | RGS4 inhibitor
31 | Cc1ccccc1C(=O)NNc1ccc(-c2csnn2)cc1 | -1.4% | 16% | 0%[57.1 µM] | -3% | u
32 | O=C(NCc1ccc(F)cc1)c1cccc(S(=O)(=O)N2CCOCC2)c1 | 2.7% | 11% | 4% | 1% | 12%
33 | COc1ccc2c(c1OC)C(=O)N1C2SC[C@H]1C(=O)NC1CCCCC1 (some centres not stated) | 2.2% | 20% | 13% | -9% | 8%
34 | CC(=O)S[C@@H]1CC2=CC(=O)CC[C@]2(C)[C@H]2CC[C@@]3(C)[C@@H](CC[C@@]34CCC(=O)O4)[C@H]12 | x | 0% | 1% | 0% | 7%
35 | CCC(C(=O)Nc1ccccc1F)n1nc(C)c2c(C)n(-c3ccccc3)nc2c1=O (configuration not stated) | 1.1% | 10% | 2% | 0% | -38%

# | Vif-APOBEC3G blk | USP1-UAF1 inh | ALOX12 inh | Vif-A3F inh
31 | -7% | -12% | u | 8%
32 | -2% | -29% | -6% | 1%
33 | -1% | -12% | 12% | -6%
34 | 3% | -14% | 0% | 7%
35 | -5% | -15% | -1% | u

Random excerpt: two compounds from above
# | Structure | RXFP1 ag | rTrxR1 inhibitor | TrxR1 substrate | IDH1 R132H inh | RGS4 inhibitor
3 | COc1ccc(CN(C(=O)c2snc(C(N)=O)c2N)C(C(=O)NC2CCCC2)c2cc(OC)ccc2OC)cc1 (configuration not stated) | -2.8% | 8%[57.1 µM] | 7% | 0% | -23%
18 | CC(C)CNc1nnnc2c1sc1nc(N3CCOCC3)c3c(c12)CCCC3 | 0.4% | 11% | 5% | 3% | -10%

# | Vif-APOBEC3G blk | USP1-UAF1 inh | ALOX12 inh | Vif-A3F inh
3 | 0% | -15% | u | 5%
18 | 0% | -14% | 0% | 7%
